Screens as filed in PubChem.
KCNQ2 block – KCNQ2 potassium channel inhibitors, primary screen, cell-based, CHO-K1, FluxOR thallium flux, B-score (AID 2156); Potassium voltage-gated channel subfamily KQT member 2 (Rattus norvegicus), O88943; 20 min; hits give low values; B-score at 10 µM; actives 1.1% (n = 310,000);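 active = fluorescence ratio B-score at most minus 3 library SDs, with starting brightness B-score within 2 library SDs, cut at about -5.5 in these data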
Target sequence (O88943 whole entry, looked up): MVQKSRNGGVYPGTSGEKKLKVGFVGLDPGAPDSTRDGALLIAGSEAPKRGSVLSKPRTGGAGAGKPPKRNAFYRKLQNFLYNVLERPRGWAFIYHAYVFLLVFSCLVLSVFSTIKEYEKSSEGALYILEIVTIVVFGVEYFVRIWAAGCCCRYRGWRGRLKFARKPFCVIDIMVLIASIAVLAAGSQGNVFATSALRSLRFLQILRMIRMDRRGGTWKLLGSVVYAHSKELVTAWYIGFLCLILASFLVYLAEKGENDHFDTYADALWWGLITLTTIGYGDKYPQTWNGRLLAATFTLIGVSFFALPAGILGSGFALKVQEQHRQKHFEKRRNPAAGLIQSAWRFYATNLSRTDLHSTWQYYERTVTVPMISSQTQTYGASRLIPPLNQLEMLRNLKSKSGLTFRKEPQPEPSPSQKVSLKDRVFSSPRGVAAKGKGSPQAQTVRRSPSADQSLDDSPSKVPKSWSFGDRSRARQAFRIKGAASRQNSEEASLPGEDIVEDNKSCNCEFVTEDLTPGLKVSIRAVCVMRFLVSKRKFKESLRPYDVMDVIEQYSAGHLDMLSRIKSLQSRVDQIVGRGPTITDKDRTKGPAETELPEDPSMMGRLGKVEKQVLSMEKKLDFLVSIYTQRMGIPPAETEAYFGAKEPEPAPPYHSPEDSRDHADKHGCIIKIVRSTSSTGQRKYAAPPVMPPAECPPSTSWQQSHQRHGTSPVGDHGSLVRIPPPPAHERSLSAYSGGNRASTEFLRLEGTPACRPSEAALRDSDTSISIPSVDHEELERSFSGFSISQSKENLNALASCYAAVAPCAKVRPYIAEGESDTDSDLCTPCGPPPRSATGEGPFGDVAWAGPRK
Kir21 inh – inhibitors of mouse Kir2.1 inward-rectifier potassium channel | HEK293-Kir2.1, FluxOR thallium flux fluorescence; hits give low values | B-score at 10 µM | actives 0.85% (n = 310,000) | AID 1672, 2009;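 active = fluorescence ratio B-score at or below minus 3 SD of library scores, with starting-brightness B-score within 2 SD, cut at about -4.2 in these data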;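 also: channel flux triggered by added potassium and thallium sulfate stimulus; B-score of peak minus minimum fluorescence over baseline after thallium stimulus; more negative B-score means stronger Kir2.1 block with less thallium influx; some compounds called inactive have numbers as strong as hits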
* marks the source's active call; other numbers are inactive results; i = inactive.

SMILES	KCNQ2 block	Kir21 inh
O=C(Nc1cccc(S(=O)(=O)N2CCCCC2)c1)c1cc([N+](=O)[O-])ccc1N1CCOCC1	i	0.75
O=C(Cc1ccc(Cl)cc1)NCCN1CCCC1	i	-0.13
CCCC1(C(=O)O)NC(c2cccc(OC)c2O)C2C(=O)N(c3ccccc3)C(=O)C21 (stereo unspecified)	i	-0.03
Cc1ccc2nc(SCc3ccc([N+](=O)[O-])cc3)[nH]c2c1	i	0.09
CCOC(=S)SCC(=O)N1CCc2cc(OC)c(OC)cc2C1C1C(=O)CC(C)(C)CC1=O (stereo unspecified)	i	0.03
CSc1ccccc1OCc1cc(C(=O)NCCCn2nc(C)cc2C)no1	i	-0.51
Nc1c(C(=O)c2ccccc2)sc2snc(SCC(=O)c3ccccc3)c12	-6*	-3.4
O=C1NCCCC1C(=O)Nc1ccccc1C(F)(F)F (stereo unspecified)	i	0.22
O=C(CC1C(=O)OCN1C(=O)OCc1ccccc1)OCC(=O)c1ccccc1 (stereo unspecified)	i	-0.09
CN(CC(=O)NC1CC1)S(=O)(=O)c1ccc(F)cc1	i	1.3

4 entries drawn at random from the list so far, as already listed:
SMILES	KCNQ2 block	Kir21 inh
CSc1ccccc1OCc1cc(C(=O)NCCCn2nc(C)cc2C)no1	i	-0.51
O=C(Cc1ccc(Cl)cc1)NCCN1CCCC1	i	-0.13
O=C(Nc1cccc(S(=O)(=O)N2CCCCC2)c1)c1cc([N+](=O)[O-])ccc1N1CCOCC1	i	0.75
Nc1c(C(=O)c2ccccc2)sc2snc(SCC(=O)c3ccccc3)c12	-6*	-3.4

Further structures.
SMILES	KCNQ2 block	Kir21 inh
O=C(CCn1c(=O)c2ccccc2n(Cc2cc(=O)n3ccccc3n2)c1=O)NCc1ccco1	i	0.04
O=C(c1ccc(S(=O)(=O)c2ccc(Cl)cc2)cc1)N1CCOCC1	i	0.26
CCn1cc(S(=O)(=O)N2CCCC2)cn1	i	1.5
COc1ccc(-c2cc(-c3ccccc3)nc(-c3ccc4c(c3)NC(=O)CO4)c2)cc1	i	-1.4
CCOc1ccc(CCNC(=O)c2cccnc2N2CCCC2)cc1OCC	i	-1.6
O=C(O)Cn1c(=O)c2c3c(sc2n(Cc2ccc(Cl)cc2Cl)c1=O)CCCC3	i	0.7
COC(=O)C(C)Sc1nc2c(c(=O)n1-c1ccccc1)SCC2 (stereo unspecified)	i	0.02
O=C(CCCn1c(=S)[nH]c2ccccc2c1=O)N1CCCCC1	i	-1.1
COC(=O)[C@H]1Cc2c([nH]c3ccccc23)[C@H](c2ccccc2)N1	i	-0.41
O=C(Nc1ccccc1)c1ccc(S(=O)(=O)N2CCC(C(=O)O)CC2)cc1	i	-1.6
COCCn1nnnc1C(c1cccs1)N1CCCC(C)C1 (stereo unspecified)	i	-0.11
O=C(Cc1ccc(Cl)cc1)Nc1ccccc1N1CCOCC1	i	0.04
Cn1c(=O)c2c(nc(CN3CCC(C(N)=O)CC3)n2Cc2c(F)cccc2Cl)n(C)c1=O	i	1.1
CC(=O)c1c(C)[nH]c(C(=O)O)c1C	i	-0.01
COC(=O)c1cc2oc3ccccc3c2n1CC(=O)Nc1ccccc1OC	i	-1.3
Cc1ccc(C(C)(C)NC(=O)C2CCC(=O)N(C3CCCCCC3)C2)cc1 (stereo unspecified)	i	2.7
CCn1cc(C(=O)NCc2ccc3c(c2)OCO3)c(=O)c2cc(F)c(N3CCN(C(=O)c4ccco4)CC3)cc21	i	0.31
N#Cc1nc(-c2cccs2)oc1NCc1ccccc1	i	0.4
Nc1c(C(=O)NCCN2CCOCC2)c2nc3ccccc3nc2n1CCc1ccccc1	i	0.03
c1cc2ccc3ccc(-n4cnnn4)c4ccc(c1)c2c34	i	-0.04
CC(C(=O)OCC(=O)c1cccc([N+](=O)[O-])c1)N1C(=O)C2C3C=CC(C3)C2C1=O (stereo unspecified)	i	-0.03
C=CCN1C(=O)C2(OCCCO2)c2cc(C)ccc21	i	0.65
COc1cc(CNC2CCCCCCC2)cc(Br)c1OCC#N	i	-4.8*
O=C(NCCCNC(=O)c1cnccn1)c1ccc(Br)cc1	i	-2.4
CCn1c(SCC(=O)Nc2cc3oc4ccccc4c3cc2OC)nnc1-c1cccs1	i	1.6
Nc1cccnc1Sc1cc(Cl)c(Cl)cc1Cl	i	-0.6
O=S(=O)(c1cccs1)N1CCN(c2ccccc2Cl)CC1	i	-0.89
Cc1cc(NC(=O)CSc2nc(Cc3ccccc3)c(C)[nH]2)no1	i	1.9
O=c1sc2ccccc2c(N2CCCC2)c1[N+](=O)[O-]	i	0.97
CCCn1ncc(OC)c(Cl)c1=O	i	-0.04
COc1ccccc1OCc1cc(C(=O)N2CC3C[C@@H]4CC2C[C@H](C3)C4)no1	i	0.56
COc1ccc(CN=Cc2c(O)[nH]c3ccccc23)cc1	i	-0.79
O=C(NCc1ccccc1Cl)C1CCCN(S(=O)(=O)c2cnc[nH]2)C1 (stereo unspecified)	i	0.74
CCOCC(=O)Nc1nnc(COc2ccc(Cl)cc2)s1	i	3.2
COc1ccc(S(=O)(=O)NC(N)=NCCc2ccc(OC)c(OC)c2)cc1	i	-1.1
Cc1cccc(NC(=O)C(C)N2C(=O)c3ccccc3S2(=O)=O)n1 (stereo unspecified)	i	-0.5
O=C(NCc1cccnc1)C(=O)NCC1OCCN1S(=O)(=O)c1ccccc1 (stereo unspecified)	i	0.79
COc1ccc(NC(=O)/C(C#N)=C/c2ccc(Sc3nncn3C)c([N+](=O)[O-])c2)cc1	i	1.8
COc1ccc(-c2nc(C#N)c(NCCc3ccccc3)o2)cc1	i	-0.8
CC(=O)Nc1ccc(S(=O)(=O)N2CCNC(=O)CC2)cc1	i	0.01
Cc1ccc(C(=O)NNC(=O)C2CSC3(C)CCC(=O)N23)cc1 (stereo unspecified)	i	-0.13
Cc1ccc(S(=O)(=O)CC(=O)Nc2nccs2)cc1	i	-0.03
CCC(C)(C(=O)Nc1ccccc1C)N(C(=O)CNC(C)=O)c1ccc(C)cc1 (stereo unspecified)	i	-1.3
CCCn1c(SCC(=O)N2CCCc3ccccc32)nnc1-c1ccco1	i	-2.4
O=C(NCC1CCCO1)C(=O)NCC(c1ccco1)N1CCN(c2ccc(F)cc2)CC1 (stereo unspecified)	i	-0.07
O=C(CCC1CCCN(Cc2ccc3c(c2)CCO3)C1)NCc1ccc(F)c(F)c1 (stereo unspecified)	i	-0.45
COC(=O)COc1cccc2c(=O)n(CC(=O)NCCc3ccc(OC)c(OC)c3)ccc12	i	0.31
Cc1ccc(SCC(=O)N2CCOCC2)cc1	i	0.57
CCC(C)N(NC(C)=O)c1nc(Cl)nc(NC(C)(C)C)n1 (stereo unspecified)	i	0.28
O=C(C[n+]1ccc(/C=N/O)cc1)NCc1ccccc1	i	-0.73
Following part
SMILES	KCNQ2 block	Kir21 inh
O=C(NCC1CCCO1)C1CCN(C2CCN(C(=O)Cc3ccsc3)CC2)CC1 (stereo unspecified)	i	-1.4
O=C(COC(=O)CCN1C(=O)c2cccc([N+](=O)[O-])c2C1=O)NC1CCS(=O)(=O)C1 (stereo unspecified)	i	2.6
O=C(Cc1ccccc1)NNc1c2ccccc2nc2ccccc12	i	-0.66
CN(C)c1ccc(/C=N/NC(=S)NCc2ccco2)cc1	i	1.9
Cc1cccc(/C=N/Nc2cc(N3CCOCC3)nc(N3CCOCC3)n2)c1	i	-0.3
COc1ccc(CNC(=O)C(=O)NCc2ccncc2)cc1	i	-0.08
COc1ccc(C(=O)N(Cc2ccco2)Cc2cccs2)c(O)c1	i	-2.7
COC(=O)COc1cc2ccccc2cc1C(=O)Nc1ccccc1	i	-0.6
NC(=O)COC(=O)c1oc2ccccc2c1CSc1ccc(Cl)cc1	i	0.03
COc1ccccc1NC1=C(Cl)C(=O)N(c2ccccc2)C1=O	i	1.1

Three compounds out of the list above, arranged by their value in Kir21 inh, largest number first.
structure | Kir21 inh
O=C(COC(=O)CCN1C(=O)c2cccc([N+](=O)[O-])c2C1=O)NC1CCS(=O)(=O)C1 (stereo unspecified) | 2.6
CN(C)c1ccc(/C=N/NC(=S)NCc2ccco2)cc1 | 1.9
COc1ccccc1NC1=C(Cl)C(=O)N(c2ccccc2)C1=O | 1.1

More entries
SMILES	KCNQ2 block	Kir21 inh
CCOC(=O)N1CCN(C(c2ccc(F)cc2)c2sc3nc(C)nn3c2O)CC1 (stereo unspecified)	i	-1.5
CCN(CC(=O)Nc1c(F)cccc1F)C(=O)/C=C/c1ccc(C)o1	i	0.74
CCC(C)NC(=O)CSc1nc(-c2cccs2)cc(C(F)(F)F)n1 (stereo unspecified)	i	0.64
CC1=C(C(=O)OCC2CCCCC2)C(c2ccc(O)cc2)NC(=O)N1 (stereo unspecified)	i	-0.66
CC1CCC2(CC1)NC(=O)N(NC(=O)CCl)C2=O (stereo unspecified)	i	-0.06
O=C(NCc1ccoc1)c1ccc(NC(=O)c2ccccc2Cl)cc1	i	0.61
COc1cccc(CN2CC(C(=O)N(C)CCCC3CCCC3)CCC2=O)c1 (stereo unspecified)	i	-1.4
COc1ccc2[nH]c(C(=O)Nc3ncc(C)cc3Br)cc2c1	i	-1.4
Cc1ccnc(NC(=O)/C=C/c2cccs2)c1	i	-0.01
COc1cc(C(=O)OC(C)C(=O)NC2CCCCC2C)c([N+](=O)[O-])cc1OC (stereo unspecified)	i	-1.3
CCOc1ccccc1C(=O)N1CCN(C(c2ccccc2)c2ccccc2)CC1	i	-0.02
CCCN(CCC)CCCNC(=O)CNC(=O)c1nn(-c2ccc(OC)cc2)c(=O)c2ccccc12	i	-1.1
O=C(NC1(C(F)(F)F)N=C2SCCN2C1=O)c1cccnc1 (stereo unspecified)	i	0.61
Cc1cc(C)c(NC(=O)CS(=O)CC(=O)Nc2ccc(N3CCOCC3)cc2)c(C)c1 (stereo unspecified)	i	1.1
Cc1cccc(NC(=O)COC(=O)c2ccccc2-c2nc3ccccc3s2)c1C	i	0.53
COc1ccc2c(c1)CCc1c(C(=O)NCc3ccco3)noc1-2	i	0.73
CCCCn1c(N)c(N(CCC(C)C)C(=O)c2cc(-c3ccco3)nc3ccccc23)c(=O)[nH]c1=O	i	-0.09
COc1ccc2nc(C)cc(SCC(=O)OC(C)C)c2c1	i	-2.5
CCn1c(=N)n(CC(=O)OC)c2ccccc21	i	2.7
Cc1ccc(/C=N/NC(=O)CSc2nc3ccccc3n2Cc2ccccc2)o1	i	-0.02
CN(C)CCCNC(=O)/C(=C\C=C\c1ccccc1)NC(=O)c1ccc([N+](=O)[O-])cc1	i	-0.9
CN(C)c1ccc(C(=O)OCC(=O)NCCC2=CCCCC2)cc1	i	-0.11
CC1CCCCN1C(=O)c1ccc(CS(=O)(=O)Cc2ccccc2)cc1 (stereo unspecified)	i	-0.01
COc1ccc(NC(=O)C2CCN(C(=O)[C@@H]3Cc4ccccc4CN3C(=O)OC(C)(C)C)CC2)cc1	i	-0.86
CC(=O)CSc1ccc(-c2nc3cc(C)c(C)cc3[nH]2)cn1	i	1
Cc1ccccc1Oc1ccc(-c2nc(N)nc(N)n2)cc1	i	0.01
COc1ccc(OC)c(NC(=O)c2ccc(CN3CCOCC3)cc2)c1	i	-0.51
N/C(=N\S(=O)(=O)c1ccccc1)c1ccc([N+](=O)[O-])cc1	i	0.16
COc1ccc(N2CCN(S(=O)(=O)c3cc(C)ccc3OC)CC2)cc1	i	-0.66
COc1ccc(Cc2nnc(NC(=O)Cc3cccs3)s2)cc1OC	i	0.67
Cc1cccc(OCc2nc(-c3ccc(-n4cccc4)cc3)no2)c1	i	1.7
CC(=O)Nc1ccc(S(=O)(=O)Nc2ccccc2C(=O)N2CCCCC2)cc1	i	-0.67
CC(C)c1ccc(CNc2nc3nc4c(c(=O)n3[nH]2)CCC4)cc1	i	2
Cc1cccc2sc(NS(C)(=O)=O)nc12	i	-1.9
CC(=O)NCCn1c(SCC#N)nc2ccccc2c1=O	i	-0.71
CCn1ncc(CN2CCC(Oc3ccc(C(=O)N4CCCC4)cc3)CC2)c1C	i	-2.6
Cc1ccc(SCC(=O)Nc2ccc(N3CCOCC3)cc2)c(C)c1	i	-0.48
Cc1ccc(NC(=O)c2ccc3ccccc3n2)nc1	i	0.78
CC1CC(C(F)(F)C(F)(F)F)n2nc(C(=O)O)cc2N1 (stereo unspecified)	i	1.7
CC(=O)Nc1cc(NC(=O)C2C3C=CC(C3)C2C(=O)O)ccc1Cl (stereo unspecified)	i	0.86

One compound at a time, as listed above. Order of screens: KCNQ2 block | Kir21 inh
Cc1cccc(OCc2nc(-c3ccc(-n4cccc4)cc3)no2)c1 reads i | 1.7
CC(=O)Nc1cc(NC(=O)C2C3C=CC(C3)C2C(=O)O)ccc1Cl (stereo unspecified) reads i | 0.86
CCn1ncc(CN2CCC(Oc3ccc(C(=O)N4CCCC4)cc3)CC2)c1C reads i | -2.6
CC(=O)NCCn1c(SCC#N)nc2ccccc2c1=O reads i | -0.71

Next section
SMILES	KCNQ2 block	Kir21 inh
CC(SCc1ccccc1)C(=O)Nc1ccccc1Br (stereo unspecified)	i	-1.9
CC(/C=N\Nc1nnc2c(n1)[nH]c1c(C)cccc12)=C\c1ccco1	i	0.05
C/C(=N\Nc1ccc(Cl)c(C(=O)O)c1)c1ccccn1	i	-0.01
C/C(=N\Nc1ccccc1C)c1cccnc1	i	-0.63
Cc1ccc(CNc2ccc(Cl)cc2[N+](=O)[O-])cc1	i	1.8
COc1cc(C(=O)OCC(=O)NC2CCS(=O)(=O)C2)c([N+](=O)[O-])cc1OC (stereo unspecified)	i	0.74
Cc1nonc1NC(=O)OC1CCCCC1	i	1.5
CC1CC(C)CN(S(=O)(=O)c2ccc(NN)nc2)C1 (stereo unspecified)	i	-0.7
